# KLF5 inh: inhibitors of KLF5 expression | actives 0.23% (n = 290,000) | inhibition, % at 5 µM | DLD-1 KLF5 promoter-luciferase reporter, luminescence;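 active = inhibition above a per-plate limit of that plate's mean compound inhibition plus 3 SD, cut at about 60% in these data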;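 note: 0% = DMSO wells and 100% = LY294002 at 200 µM; higher means less KLF5 promoter-driven luciferase light; inactives centre near -14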
# HSF1 inh: HSF1 inhibition | NIH3T3-HGL HSE-luciferase, MG132-induced, luminescence 8 h; hits give low values | activity change, negative = inhibition, % at 7.5 µM (by protocol) | actives 0.77% (n = 300,000) | AID 2098;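 active = more than half of replicate wells show activity change below -50%, luminescence cut by over half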;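 note: luciferase reports HSF-1 transcriptional activity via heat shock element; 0% = median of DMSO wells and -100% = zero luminescence signal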
# aSyn UTR inh: 5' untranslated region of α-synuclein, MLPCN primary screen; alpha-synuclein 5'UTR reporter, inhibitor activity; inhibition, % (tested at 7.5 µM); actives 0.82% (n = 300,000); in the data active = inhibition above about 60%;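 note: H4 neuroglioblastoma cells stably carrying SNCA 5'UTR luciferase fusion; 0% = DMSO wells and 100% = positive control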
# HIF act: HIF pathway transcriptional activation. U2OS HRE-luciferase reporter, luminescence; normalized: DMSO 0%, desferrioxamine 100%. activation, % at 7.5 µM (by protocol). actives 0.32% (n = 300,000). AID 1910;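 active = mean activation of at least 10% of the iron chelator positive control signal, with at least half of replicates also reaching 10%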
# Platelet DG rel: platelet dense granule release activity. human platelet-rich plasma, SFLLRN dense granule ATP release, luminescence. inhibition, %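 (compounds screened at 7.5 µM in platelet-rich plasma)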. actives 0.22% (n = 300,000). AID 1663;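 active = mean replicate score, as percent of positive control, at or above 50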
# HSF-1 act: increases HSF-1 driven luciferase reporter signal. NIH3T3-HGL HSF-1 luciferase reporter, MG132, 8 h; 100% = twice DMSO control signal. activation, % at 9 µM. actives 1.7% (n = 300,000);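 active = mean replicate activation of at least 50% with a set share of replicates each reaching 50%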;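 note: 0% = median of the neutral control wells and 100% = twice that signal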
# HSP90 refold inh: blocks HSP90-mediated luciferase refolding in reticulocyte lysate; Rabbit reticulocyte lysate, luciferase refolding luminescence, 3 h; inhibition, % at 5.6 µM; actives 0.91% (n = 290,000);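 active = inhibition above the screen-wide mean plus 3 SD, computed separately per campaign, cut at about 16% in these data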;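 note: 0% = DMSO wells and 100% = 60 µM geldanamycin wells; inhibitors lower the luminescence because luciferase stays unfolded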
# AI-2 QS mod: Vibrio harveyi AI-2 quorum sensing modulation; Vibrio harveyi JMH597 AI-2 luminescence/OD600 ratio, 9 h; hits give low values; strain lacks LuxN and CqsS sensors; 0 = neutral-control median; activity change, % at 7.5 µM; actives 0.4% (n = 300,000); in the data active = activity change below about -75%, passing the limit was not always enough;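 note: luminescence divided by OD600 gain over 9 h not by final OD600 alone; inactives centre near 13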
# SKKanGAS inh: blocks kanamycin growth of S. pyogenes SKKanGAS strain; inhibition, % at 7.5 µM; actives 1.3% (n = 300,000); AID 1662; BacTiter-Glo, 6 h;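 active = mean replicate score, as percent of positive control median, at least 50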;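 note: strain carries kanamycin resistance gene driven by streptokinase promoter and grows in 40 µg/ml kanamycin; loss of luminescence reflects streptokinase promoter inhibition or plain growth inhibition; 0% = median of DMSO wells and 100% = positive control at its reference dose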
# IEC-6 cytotox: IEC-6 cytotoxicity, counter-screen for KLF5 inhibitors; inhibition, % at 5 µM; AID 1825; actives 0.78% (n = 290,000); luminescence viability; in the data active = inhibition above about 22%;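 note: 0% = plate median of test compound wells and 100% = cytotoxic reference compound wells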
# * = called active by the depositor; x = not tested or not shown.
# A first look (six entries):
No.	mol	KLF5 inh	HSF1 inh	aSyn UTR inh	HIF act	Platelet DG rel
1	Cc1ccc(SCc2c(C(=O)N/N=C/c3ccncc3)nnn2-c2nonc2N)cc1	5	2	-9	0.0	-2
2	C=CCOC(=O)C1=C(C)NC(=O)NC1C1CC=CCC1 (stereo not given)	8	14	-4	0.0	3
3	COc1ccc(-c2[nH]ncc2CN2CCN(C(=O)c3cccs3)CC2)c(F)c1	-4	-1	16	0.9	-1
4	Cn1nnnc1SCc1cccc2ccccc12	-18	2	14	-0.6	28
5	Cc1ccccc1C(=O)NCCCNC(=O)c1cnccn1	-15	0	-6	-0.4	9
6	Cc1ccc(Nc2nc(-c3ccc(S(=O)(=O)N4CCOCC4)cc3)cs2)cc1	7	2	15	-0.1	-7

No.	HSF-1 act	HSP90 refold inh	AI-2 QS mod	SKKanGAS inh	IEC-6 cytotox
1	-15	-3	11	-2	1
2	13	0	36	3	-8
3	-4	-3	2	4	4
4	-1	0	7	-3	4
5	5	8	-2	-5	-4
6	3	5	25	-1	-2

# All compounds of this part, previewed entries included:
No.	mol	KLF5 inh	HSF1 inh	aSyn UTR inh	HIF act	Platelet DG rel
1	Cc1ccc(SCc2c(C(=O)N/N=C/c3ccncc3)nnn2-c2nonc2N)cc1	5	2	-9	0.0	-2
2	C=CCOC(=O)C1=C(C)NC(=O)NC1C1CC=CCC1 (stereo not given)	8	14	-4	0.0	3
3	COc1ccc(-c2[nH]ncc2CN2CCN(C(=O)c3cccs3)CC2)c(F)c1	-4	-1	16	0.9	-1
4	Cn1nnnc1SCc1cccc2ccccc12	-18	2	14	-0.6	28
5	Cc1ccccc1C(=O)NCCCNC(=O)c1cnccn1	-15	0	-6	-0.4	9
6	Cc1ccc(Nc2nc(-c3ccc(S(=O)(=O)N4CCOCC4)cc3)cs2)cc1	7	2	15	-0.1	-7
7	COc1cc(/C=C/C2=NNC(=O)CC2)cc(OC)c1OC	-15	-4	47	-1.1	x
8	CC(C)(C)C1CCc2c(sc(NC(=O)C3CCCO3)c2C(N)=O)C1 (stereo not given)	-16	-2	-15	-0.1	-2
9	O=C(NCc1ccccc1Cl)C1CCN(S(=O)(=O)N2CCCCC2)CC1	-36	3	-12	0.1	0
10	CCOc1ccc(N(Cc2ccc(OC)c(OC)c2)C(=O)c2ccco2)cc1	-13	-5	-17	0.1	0
11	Cc1cccc(NC(=O)COC(=O)Cc2c[nH]c3ccccc23)c1C	0	-6	11	-0.2	1
12	CCOC(=O)C[C@H]1c2ccc(C(F)(F)F)cc2S(=O)(=O)N1Cc1ccccc1	x	-4	16	-0.2	-3

No.	HSF-1 act	HSP90 refold inh	AI-2 QS mod	SKKanGAS inh	IEC-6 cytotox
1	-15	-3	11	-2	1
2	13	0	36	3	-8
3	-4	-3	2	4	4
4	-1	0	7	-3	4
5	5	8	-2	-5	-4
6	3	5	25	-1	-2
7	11	-3	23	0	2
8	0	-11	30	-9	3
9	0	-2	24	3	-2
10	-23	4	-1	-12	-2
11	-8	2	20	-1	-2
12	-16	x	14	3	x

# Random excerpt: two records from the list
No.	mol	KLF5 inh	HSF1 inh	aSyn UTR inh	HIF act	Platelet DG rel
1	Cc1ccc(SCc2c(C(=O)N/N=C/c3ccncc3)nnn2-c2nonc2N)cc1	5	2	-9	0.0	-2
6	Cc1ccc(Nc2nc(-c3ccc(S(=O)(=O)N4CCOCC4)cc3)cs2)cc1	7	2	15	-0.1	-7

No.	HSF-1 act	HSP90 refold inh	AI-2 QS mod	SKKanGAS inh	IEC-6 cytotox
1	-15	-3	11	-2	1
6	3	5	25	-1	-2

# (list continues)
No.	mol	KLF5 inh	HSF1 inh	aSyn UTR inh	HIF act	Platelet DG rel
13	c1ccc(Nc2ncnc3c2oc2ccccc23)cc1	-44	23	-139	-3.3	-1
14	O=C(NCC1CCCO1)C(c1ccc(F)cc1)N(CCCN1CCOCC1)C(=O)c1ccc(-c2ccccc2)[nH]1 (stereo not given)	-16	3	25	-0.4	-1
15	O=C(CN(C(=O)CNC(=O)c1cccs1)c1ccccc1F)NC1CCCCC1	-24	1	10	-0.2	0
16	C=CCNC(=O)COc1ccccc1C#N	-26	-2	-24	-0.8	16
17	CC(C)(C)NC(=O)CN(C(=O)C1CSC(=O)C1)c1ccccc1F (stereo not given)	-24	-8	-11	-0.5	12
18	CCOC(=O)c1ccc(Nc2ncnc3c2cnn3C)cc1	11	4	-1	0.2	-14
19	CCN(CC)CCCNC(=O)CSc1nc(C)cc(C)n1	-10	0	-3	0.1	9
20	N#CC1=C(N)Oc2n[nH]c(-c3cccnc3)c2C1c1ccc([N+](=O)[O-])o1 (stereo not given)	-56	18	9	0.0	6
21	O=C(O)C1=NN(c2ccccc2)C(=O)CC1	-31	-7	5	-2.7	10
22	Cc1ccc(CNC(=O)c2ccc(N3CCC4(CC3)CC(c3ccccc3)=NO4)c(N)c2)cc1	-43	-6	-10	-0.9	-6
23	Cc1cc(C)nc(SCC(=O)Nc2ccc(S(=O)(=O)NC(C)(C)C)cc2)n1	-16	-5	18	-0.3	11
24	Cc1cc(C)c(C#N)c(SCCS(=O)(=O)Cc2ccc(Cl)cc2)n1	-25	2	-23	-0.3	0

No.	HSF-1 act	HSP90 refold inh	AI-2 QS mod	SKKanGAS inh	IEC-6 cytotox
13	12	1	15	0	16
14	5	-1	9	-30	-6
15	26	-1	6	-1	-3
16	-14	7	10	-5	2
17	2	-1	6	2	-5
18	-5	2	17	15	0
19	6	4	14	-5	3
20	26	-3	14	8	-10
21	-9	-6	-4	-6	-1
22	-3	0	9	18	1
23	-16	4	17	-3	1
24	5	-9	14	7	3

# More results.
No.	mol	KLF5 inh	HSF1 inh	aSyn UTR inh	HIF act	Platelet DG rel
25	COc1cc(C(=O)O)ccc1OCc1c(C)noc1C	-3	-7	2	-0.5	4
26	O=C(COC(=O)c1ccccc1S(=O)(=O)N1CCCCC1)NCC(F)(F)F	-12	-4	-6	-0.3	x
27	O=P(c1ccccc1)(c1ccccc1)C1CCCO1 (stereo not given)	-24	x	27	0.0	-3
28	CCOc1ccc(CCNC(=O)C2CCN(S(=O)(=O)CC)CC2)cc1OCC	5	2	8	-0.2	10
29	CN(N)C(=S)Nc1ccc(F)cc1	-7	-2	2	0.0	2
30	CCC(OC(=O)c1cccs1)C(=O)NCc1ccco1 (stereo not given)	12	1	6	0.0	0
31	COc1ccc(-c2nn(-c3ccccc3)cc2/C=C(\C#N)S(=O)(=O)c2ccccc2)cc1OC	21	11	-5	0.8	14
32	Cc1ccc2[nH]cc(/C=C/c3cc[n+](C)cc3)c2c1	9	-2	65*	-27	7
33	COc1ccc(C2NC(=O)NC3=C2C(=O)CCC3)cc1 (stereo not given)	-4	0	-11	-0.2	-1
34	Cc1ccc(C)c(S(=O)(=O)N2CCCCC2CCNC(=O)C(=O)NC2CCCC2)c1 (stereo not given)	x	-6	1	-0.3	4
35	Cc1ccc(NS(=O)(=O)c2ccc(C(=O)N3CCCC(C(F)(F)F)C3)cc2)cc1 (stereo not given)	x	0	-9	2.2	-8
36	CCOc1cccc(Nc2cc3n(c(=O)n2)CCc2cc(OC)c(OC)cc2-3)c1	-6	0	9	0.2	-9

No.	HSF-1 act	HSP90 refold inh	AI-2 QS mod	SKKanGAS inh	IEC-6 cytotox
25	-3	2	9	7	6
26	20	-2	14	10	-1
27	x	-2	15	x	-8
28	-6	-1	7	0	1
29	-4	1	-5	-6	-5
30	32	-2	20	-3	4
31	38	5	7	1	1
32	-13	3	26	-6	-7
33	1	3	24	-7	-4
34	-6	x	7	-8	x
35	8	x	9	-2	x
36	11	3	11	-7	2

# (cont.)
No.	mol	KLF5 inh	HSF1 inh	aSyn UTR inh	HIF act	Platelet DG rel
37	COCCOC(=O)/C=C1/NC(=O)CS1	-12	-9	5	0.3	x
38	CN(CC1CCCN(CCc2ccccc2F)C1)C(=O)c1ccoc1 (stereo not given)	-7	-2	4	-0.2	-3
39	Cc1ccccc1S(=O)(=O)NC1=NCCCCC1	-30	-7	-6	-0.5	2
40	CC(C)CN(C(=O)CSc1nnc2c(Cl)cc(C(F)(F)F)cn12)C1CCS(=O)(=O)C1 (stereo not given)	-7	-2	12	-1.1	1
41	Cc1[nH]c2ccccc2c1N=Nc1ccccc1C(=O)O	4	7	-70	-0.2	-36
42	Cc1cc(N2CCN(S(=O)(=O)c3ccccc3)CC2)c2ccccc2n1	-12	-11	11	x	-17
43	N/C(=N\c1nc(CSc2ccc(Cl)cc2)cc(=O)[nH]1)Nc1cccc2ccccc12	-37	x	-15	-0.4	-4
44	Cc1ccc(S(=O)(=O)N/N=C/c2ccc(O)cc2O)cc1[N+](=O)[O-]	-15	-3	3	0.4	9
45	CC(=O)N/N=C(\C)CC(=O)Nc1cccc(C(F)(F)F)c1	-20	11	-2	0.8	-3
46	O=C(NCc1ccc(F)cc1)C1CCCN1S(=O)(=O)c1cccc2nsnc12 (stereo not given)	-10	1	10	0.5	-3
47	COC(=O)c1c(C)[nH]c(C(=O)CSc2ccc(Cl)cc2)c1C	-70	55	-134	2.7	0
48	Fc1ccccc1N=C1NN=C(c2ccccc2)CS1	-72	-20	-199	0.5	3

No.	HSF-1 act	HSP90 refold inh	AI-2 QS mod	SKKanGAS inh	IEC-6 cytotox
37	-5	0	25	4	2
38	-1	0	4	-2	8
39	-13	3	13	-2	-8
40	0	1	43	-4	-2
41	-10	5	10	8	11
42	-11	-1	-14	2	-3
43	x	-3	16	4	-2
44	-4	0	49	-1	3
45	26	1	4	-5	1
46	-3	4	7	5	-4
47	91*	4	11	-8	-2
48	-24	8	43	67*	-2

# More structures follow.
No.	mol	KLF5 inh	HSF1 inh	aSyn UTR inh	HIF act	Platelet DG rel
49	O=C(Nc1ccccc1C(=O)N1CCCC1)c1ccc(Cl)cc1Cl	-25	-9	22	0.2	-24
50	O=C(CCS(=O)(=O)c1ccc(Br)cc1)N1CCN(c2ccc(F)cc2)CC1	-15	-3	0	0.4	-2
51	O=C(CSc1nc(-c2ccccc2)cs1)Nc1nccs1	-18	-1	8	0.4	-16
52	Cc1ccc(S(=O)(=O)Nc2ccccc2C(=O)N2CCCCC2)cc1	-6	3	5	-0.3	1
53	O=C(COc1ccccc1)NC1=NCCS1	-96	16	-18	0.4	0
54	CC(C)(C)NC(=S)NNC(=O)c1ccccc1Cl	-28	8	4	0.3	-3
55	Cc1cc(C)c(NS(=O)(=O)c2cccc3cccnc23)c(C)c1	-25	4	-38	0.1	4
56	CNC(=S)N/N=C(\C)c1ccc(Cl)c(Cl)c1	-11	4	-8	-0.6	2
57	c1ccc(COC2CCCN(Cc3nc(Cc4ccccc4)no3)C2)cc1 (stereo not given)	0	-3	14	-0.2	0
58	COCCN(Cc1ccccc1)C(=S)Nc1ccc(OC(F)F)cc1	2	-9	18	-0.1	1
59	O=C(Nc1cccc2ccccc12)NC1CCS(=O)(=O)C1 (stereo not given)	-32	-5	-2	-0.3	0

No.	HSF-1 act	HSP90 refold inh	AI-2 QS mod	SKKanGAS inh	IEC-6 cytotox
49	10	-5	22	-1	-2
50	2	-4	10	-3	1
51	9	1	14	-5	3
52	-2	-2	5	-4	1
53	36	0	27	4	0
54	25	-4	31	0	-2
55	25	3	1	6	-1
56	9	-4	-6	-9	1
57	8	-1	4	6	0
58	-14	3	15	-1	8
59	7	-6	12	2	-1
